# Assay outcomes from PubChem BioAssay.
# RNase H inhibition: RNase H inhibition, HIV 1 Gag Pol polyprotein, FRET biochemical assay, screening (AID 372); HIV-1 RT RNase H, FRET RNA/DNA substrate fluorescence; higher % means a stronger effect; one-dose inhibition, % at 10 µM; IC50 in µM for titrated hits; 0.77% of 100,000 active; in the data active = inhibition above about 50%
# The depositor's hits bear a star. An excerpt; count on the stated rates, not on these rows.
SMILES,RNase H inhibition
COc1cc(OC)c([N+](=O)[O-])cc1/C=C1\C=C(c2ccc(Br)cc2)OC1=O,10.0%
O=C(COc1ccccc1[N+](=O)[O-])N/N=C/c1cc(Br)c(O)c(Br)c1O,10.0%
O=C(/C=C/c1ccc(Cl)cc1)Nc1ccc(O)c(-c2nc3ccccc3o2)c1,17.0%
Cc1ccc(/C=N/NC(=O)C2CC(=O)N(c3ccccc3)C2)cc1 (stereo unspecified),6.0%
C=CCNC(=O)C(=O)Nc1ccc(Cl)c(Cl)c1,3.0%
CC(=O)Nc1ccc(I)cc1C,8.0%
COc1ccccc1C=NN1CCN(Cc2ccc(C)cc2C)CC1,8.0%
CCCCCc1nnc(NC(=O)CCCC)s1,7.0%
O=C(N/N=C/c1ccc(Cl)cc1)C(=O)N1CCCCC1,5.0%
Cc1cc(/C=C(\C#N)C(=O)Nc2ccccc2)c(C)n1-c1ccc(C(C)C)cc1,6.0%
COc1cc(C(=O)NCc2ccc(C(=O)O)cc2)cc(OC)c1OC,7.0%
CCCOc1cccc(C(=O)Nc2scc(-c3ccccc3)c2C(=O)OC(C)C)c1,8.0%
CCOC(=O)C1=C(C)N=c2s/c(=C\c3cc(C)n(-c4ccc(I)cc4)c3C)c(=O)n2C1c1ccc(C)cc1 (stereo unspecified),31.0%
S=C(Cc1cccc2ccccc12)N1CCOCC1,6.0%
O=C(Nc1ccc(F)cc1F)c1ccc([N+](=O)[O-])cc1,0.0%
Cc1ccc(-c2nc(S(=O)(=O)c3ccccc3)c(SCC(=O)c3ccccc3)o2)cc1,11.0%
O=C1CC(CSc2nnc(-c3ccc(Cl)cc3)n2-c2ccccc2)=NN1,10.0%
CCCCCCCCCCCCCCCCCCN=C(C)N,41.0%
COc1ccc(N=C2SC(C(=O)N3CCN(c4ccc(F)cc4)CC3)CC(=O)N2C)cc1 (stereo unspecified),9.0%
Cc1ccc(C(=O)CCNc2ccccc2)cc1,0.0%
C=CCN1C(=O)/C(=C/c2ccccc2OCc2ccc(Cl)c(Cl)c2)SC1=S,13.0%
N=C1/C(=C/c2ccc(OCc3ccccc3F)cc2)C(=O)N=C2SC(c3ccccc3)=NN12,43.0%
CCOC(=O)C1=C(C)n2c(s/c(=C\c3ccc(-c4ccc([N+](=O)[O-])cc4)o3)c2=O)=NC1c1ccc(OC)cc1 (stereo unspecified),8.0%
CC1(C)CC(n2c(SCC(N)=O)nc3c(c2=O)C2(CCCCC2)Cc2ccccc2-3)CCO1 (stereo unspecified),7.0%
COc1ccc2c(c1)CC/C2=N\OC(=O)c1ccccc1I,25.0%
CCC1CCc2c(sc(NC(=O)CCC(=O)O)c2C#N)C1 (stereo unspecified),2.0%
Cc1cccc(NC(=O)C2CC(=O)N=C(N)S2)c1 (stereo unspecified),14.0%
Cc1coc2c(I)c3oc(=O)cc(C)c3cc12,7.0%
COC(=O)C1=C(C)N(C)C(C)=C(C(=O)OC)C1c1cccc(OCc2ccccc2)c1,0.0%
CC(C)c1ccc(/C=C(\NC(=O)c2ccccc2)C(=O)NCC2CCCO2)cc1 (stereo unspecified),4.0%

# 5 entries from above, set out differently:
canonical_smiles | RNase H inhibition
CCOC(=O)C1=C(C)n2c(s/c(=C\c3ccc(-c4ccc([N+](=O)[O-])cc4)o3)c2=O)=NC1c1ccc(OC)cc1 (stereo unspecified) | 8.0%
Cc1coc2c(I)c3oc(=O)cc(C)c3cc12 | 7.0%
COC(=O)C1=C(C)N(C)C(C)=C(C(=O)OC)C1c1cccc(OCc2ccccc2)c1 | 0.0%
N=C1/C(=C/c2ccc(OCc3ccccc3F)cc2)C(=O)N=C2SC(c3ccccc3)=NN12 | 43.0%
CCCCCCCCCCCCCCCCCCN=C(C)N | 41.0%

# (further entries)
SMILES,RNase H inhibition
COc1cc(/C=C2\NC(=S)NC2=O)cc(OC)c1OC,9.0%
CS(=O)(=O)N(CC(=O)Nc1ccc2c(c1)OCO2)c1ccc(Cl)cc1,3.0%
CCCC(=O)NC(NC(=S)Nc1ccc(Cl)cc1)C(Cl)(Cl)Cl (stereo unspecified),22.0%
O=C(NC(=S)Nc1ccc2oc(-c3ccc(Cl)cc3Cl)nc2c1)c1ccc(F)cc1,17.0%
CCc1ccc(-c2cc(C(=O)NC(C)C)c3ccccc3n2)cc1,8.0%
COc1ccc(CCN(C(=O)c2cc(Cl)cc(Cl)c2)C2=CC3CCC(C2)N3C)cc1OC (stereo unspecified),7.0%
CCC(=O)c1ccc(OCC(O)CN2CCCC2)c(OC)c1 (stereo unspecified),8.0%
Cc1ccc(OCCOc2c(Cl)cc(Cl)cc2/C=C2\SC(=S)NC2=O)cc1C,21.0%
Cc1ccc(Cn2c(-c3nonc3N)nc3ccccc32)cc1,16.0%
C/C(=N\NC(=O)c1ccco1)c1ccc(O)cc1,10.0%
O=C(NCC1COc2ccccc2O1)C(c1ccccc1)c1ccccc1 (stereo unspecified),46.0%
CN(/N=C/c1cc([N+](=O)[O-])ccc1O)c1ccccc1,11.0%
CCOc1ccccc1NC(=O)/C=C/c1ccccc1Cl,19.0%
CCc1ccccc1NC(=O)c1c(Br)c(Br)c(Br)c(Br)c1C(=O)O,6.0%
Cc1ccc(N=Cc2cc([N+](=O)[O-])ccc2Cl)cc1F,23.0%
O=C(c1cc2n(n1)C(C(F)(F)F)CC(c1ccc(Cl)c(Cl)c1)N2)N1CCN(Cc2ccccc2)CC1 (stereo unspecified),0.0%
O=C(N/N=C/c1cc(Br)cc(Br)c1OC(=O)c1cccc(F)c1)c1cccnc1,10.0%
O=C(NCCN1CCOCC1)/C(=C/c1ccc(Cl)cc1)NC(=O)c1ccccc1,2.0%
N#Cc1ccc(N=Cc2ccc3ccccc3c2)cc1,36.0%
Cc1cc(Nc2ccc(Br)cc2)nc2ccccc12,21.0%
O=C(N/N=C/c1ccc(/C=N/NC(=O)c2cccc(Br)c2)cc1)c1cccc(Br)c1,10.0%
COC(=O)c1ccc(C(=O)OC)c(NC(=O)c2cccc(C(=O)Nc3cc(C(=O)OC)ccc3C(=O)OC)c2)c1,17.0%
O=C1c2cccc3cccc(c23)C(=O)N1Cc1ccccc1,0.0%
Cc1cccc(NC(=O)CSc2nc(C)cc(C)n2)c1,0.0%
CCC12c3ccccc3C(c3ccccc31)C1C(=O)N(Cc3ccccc3)C(=O)C12 (stereo unspecified),6.0%
CC1=C(C(=O)Nc2ccc(Br)cc2)C(c2ccc(Cl)cc2Cl)NC(=O)N1C (stereo unspecified),12.0%
COc1cc(/C=C2/NC(=S)NC2=O)ccc1OCc1cccc(C(=O)O)c1,29.0%
Cc1cc(C)nc(/N=C(/N)Nc2ccc(C(=O)O)cc2)n1,3.0%
COc1ccc(NC(=O)/C(C#N)=C\c2ccc(-c3cccc(Cl)c3Cl)o2)cc1,9.0%
O=C(O)CCC(=O)NNC(=O)c1ccncc1,10.0%

# Part of the list above in order of SMILES length, falling.
SMILES,RNase H inhibition
COC(=O)c1ccc(C(=O)OC)c(NC(=O)c2cccc(C(=O)Nc3cc(C(=O)OC)ccc3C(=O)OC)c2)c1,17.0%
CC1=C(C(=O)Nc2ccc(Br)cc2)C(c2ccc(Cl)cc2Cl)NC(=O)N1C (stereo unspecified),12.0%
O=C(NCCN1CCOCC1)/C(=C/c1ccc(Cl)cc1)NC(=O)c1ccccc1,2.0%

# Back to the main list, starting three compounds before the break.
SMILES,RNase H inhibition
Cc1cc(C)nc(/N=C(/N)Nc2ccc(C(=O)O)cc2)n1,3.0%
COc1ccc(NC(=O)/C(C#N)=C\c2ccc(-c3cccc(Cl)c3Cl)o2)cc1,9.0%
O=C(O)CCC(=O)NNC(=O)c1ccncc1,10.0%
CCOc1cc(Br)c(Br)c(C=Nc2ccc(I)cn2)c1O,15.0%
CCCSc1nc(O)c(CC)c(=O)n1-c1ccccc1,10.0%
COc1cccc2cc(-c3nnc(Nc4ccccc4C)s3)c(=O)oc12,8.0%
O=C1c2ccccc2-c2onc3c(Br)cc(Br)c1c23,12.0%
CC(C)CCNC(=O)c1ccc(Cl)c([N+](=O)[O-])c1,0.0%
Cc1ccc(C(=O)Nc2cccc(Cl)c2Cl)c(Cl)c1,8.0%
CCN(CC)CCCNC(=O)c1nn2c(C(F)(F)F)cc(-c3ccc(OC)c(OC)c3)nc2c1Cl,18.0%
Cc1ccc(C)c(NC(=O)Cn2nc(C)c3ccccc3c2=O)c1,0.0%
Cc1ccc(C)n1-c1ccc(C(=O)O)c(Cl)c1,16.0%
O=C(Nc1ccc(-c2nc(-c3ccccc3)c3cc(NC(=O)c4cccs4)ccc3n2)cc1)c1cccs1,52.0%*
CCOc1ccc(NC2=NS(=O)(=O)c3ccccc32)cc1,0.0%
CCOc1nc(Nc2ccc(OC)cc2)nc(N2CCN(c3ccc(OC)cc3)CC2)n1,19.0%
Cc1cc(C)cc(N(CC(=O)O)S(=O)(=O)c2ccccc2)c1,19.0%
Cc1ccc(-n2sc3c(c2=S)-c2cc(C)ccc2N(Cc2ccccc2)C3(C)C)cc1,15.0%
COc1ccccc1CN1CCN(C/C=C/c2ccccc2)CC1,3.0%
c1cc(Nc2ncnc3sc4c(c23)CCC4)ccn1,0.0%
O=C(Nc1ccc(N2CCCCC2)cc1)c1ccc(-c2ccccc2)cc1,28.0%
CCOC(=O)C1=C(C)N=c2s/c(=C/c3ccc(Br)cc3)c(=O)n2C1c1ccccc1OC (stereo unspecified),12.0%
COC(=O)c1ccccc1NC(=O)COc1ccc(Br)cc1,3.0%
COc1ccc(C(=O)c2c(N)sc3c2CCCC3)cc1,19.0%
O=C(Nc1cc(C(F)(F)F)cc(C(F)(F)F)c1)c1ccco1,0.0%
OCCNCCCCOc1ccccc1F,6.0%
O=C(CCc1ccccc1)N1CCN(c2nc3ccc([N+](=O)[O-])cc3s2)CC1,0.0%
Cc1cc(OCC(O)CN2C(C)CCCC2C)ccc1C(C)C (stereo unspecified),8.0%
O=C(Nc1ccc(Cl)cc1)Nc1cccc2c1C(=O)c1ccccc1C2=O,10.0%
COc1cccc(/C=C/c2nc3ccccc3c(=O)[nH]2)c1O,14.0%
CCOC(=O)C1=C(C)N=c2s/c(=C/c3cccc(OC)c3OC)c(=O)n2C1c1ccc2c(c1)OCO2 (stereo unspecified),16.0%
O=C(Nc1nccs1)c1ccc(NC(=O)C2CCCCC2)cc1,0.0%
CC(=O)c1ccc(N2CCN(C(=O)c3c(F)c(F)cc(C)c3Cl)CC2)c(F)c1,0.0%
COC(=O)C1=C(C)NC(=S)NC1c1ccc(O)c(Br)c1 (stereo unspecified),14.0%
CN(c1ccccc1)N1C(=O)CSC1=S,11.0%
CCCCCCn1c(=O)c(C2=NS(=O)(=O)c3ccccc3N2)c(O)c2ccccc21,38.0%
NC(=S)N=Nc1c(O)[nH]c2ccc(F)cc12,9.0%
CCN(CC)CCCCOc1ccc(Cl)cc1,7.0%
CCN(Cc1ccccc1)C(=O)c1ccc(SC)cc1OC,8.0%
COc1ccc(-c2n[nH]c(=S)n2N=Cc2cccc(OCc3ccccc3)c2)cc1,11.0%
Cc1cc2nc(-c3ccc(Cl)c(NC(=O)Cc4ccccc4)c3)oc2cc1C,5.0%
OCCN(CCO)c1nc2ccccc2[nH]1,0.0%
N#C/C(=C\c1ccc([N+](=O)[O-])cc1)c1nc(-c2ccc(Cl)c(Cl)c2)cs1,13.0%
COc1ccccc1NC(=O)Cc1ccc(F)cc1,14.0%
CCc1cc2c(C)c(CC)c(=O)oc2cc1O,11.0%
O=C1Nc2ccccc2/C1=N\N=C1/SCC(=O)N1c1ccc(O)cc1,9.0%
COc1ccc2c(c1OC)C(=O)N1N=C(c3ccc(O)cc3)CC21 (stereo unspecified),1.0%
O=[N+]([O-])c1cnc(/N=c2/ccc(Cl)cn2O)c([N+](=O)[O-])c1,10.0%
FC(F)(F)c1ccc(CN2CCN(Cc3ccco3)CC2)cc1,10.0%
COc1cc(NC(=O)c2ccc(Cl)cc2Cl)ccc1NC(=O)c1ccco1,0.0%
O=C1c2ccccc2S(=O)(=O)N1CC(O)Cn1c2ccc(Cl)cc2c2cc(Cl)ccc21 (stereo unspecified),6.0%
CCCOC(=O)c1ccc(NC(=O)COc2ccccc2C)cc1,5.0%
CCCCOc1ccc(C(=O)NC(=S)Nc2ccccc2F)cc1,20.0%
Cc1ccc(C(=O)c2cc([N+](=O)[O-])ccc2N2CCOCC2)cc1,9.0%
N#C/C(=C/Nc1cccc(Cl)c1Cl)c1nc(-c2cc3ccccc3oc2=O)cs1,0.0%
COc1cc2c(C)[nH]c(=O)c(CC(=O)Nc3ccccc3)c2cc1OC,10.0%
COc1ccccc1NCN1C(=O)S/C(=C/c2ccc(SC)cc2)C1=O,14.0%
CC(=O)c1ccc(NC(=S)NC(=O)c2ccc(F)cc2)cc1,10.0%
CC1=C(C(=O)OCCc2ccccc2)C(c2cccc(O)c2)C2=C(CC(C)(C)CC2=O)N1 (stereo unspecified),22.0%
O=C1NC(=S)N(c2cccc(Cl)c2Cl)C(=O)/C1=C/c1cc(Br)ccc1O,7.0%
COc1ccc(OC)c(C(O)c2nc3ccccc3n2C(C)C)c1 (stereo unspecified),0.0%
Cc1ccsc1/C=C(/C#N)c1nc(-c2ccc(Cl)cc2)cs1,7.0%
COc1ccc(CC(=O)N2CCC(Cc3ccccc3)CC2)cc1OC,15.0%
O=C1CC(N(O)c2ccccc2)C(=O)N1Cc1ccccc1 (stereo unspecified),0.0%

# Reformatted: entries from further up.
Structure | RNase H inhibition
Cc1cc(C)nc(/N=C(/N)Nc2ccc(C(=O)O)cc2)n1 | 3.0%
COc1ccc(NC(=O)/C(C#N)=C\c2ccc(-c3cccc(Cl)c3Cl)o2)cc1 | 9.0%
O=C(O)CCC(=O)NNC(=O)c1ccncc1 | 10.0%
CCOc1cc(Br)c(Br)c(C=Nc2ccc(I)cn2)c1O | 15.0%

# (list continues)
SMILES,RNase H inhibition
Cc1ccc(CNC(=O)CCC(=O)Nc2cc(Cl)ccc2C)cc1,2.0%
CCOc1ccccc1/C=C1/C(=O)NN(c2ccc(C)c(C)c2)C1=O,0.0%
N#C/C(=C\c1ccc2c(c1)OCO2)C(=O)Nc1ccccc1Br,13.0%
CCC(CC)C(=O)Nc1ccc(Cl)c(Cl)c1,1.0%
COc1ccc(-n2c(SCC#N)nc3c(c2=O)C2(CCCC2)Cc2ccccc2-3)cc1,19.0%
CCc1[nH]nc(C(=O)N/N=C/c2ccccn2)c1C,0.0%
CS(=O)(=O)N1CCN(C2CCN(Cc3ccccc3)CC2)CC1,19.0%
